Screening data as filed in PubChem BioAssay.
MITF TRPM1 inh = inhibitors of MITF-dependent TRPM1 promoter reporter, primary screen, cell-based, SK-MEL-5, single point, luciferase; actives 0.83% (n = 330,000); AID 488899, 2010; inhibition, % at 12.5 µM; SK-MEL-5 TRPM1 promoter luciferase, 24 h;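 active means mean inhibition across replicates of 60% or more, whatever share of single replicates reaches that level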; further: values of inactives mirror those of a sister screen read the other way
Shn3 inh set2 = reduction of Shn3 3'UTR firefly luciferase signal, primary screen, Schnurri-3 inhibitor project, cell-based, Clone20 osteoblasts, set 2; Clone20 osteoblast Shn3 3'UTR firefly luciferase, 24 h; inhibition, % at 12.5 µM; actives 0.52% (n = 360,000);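 active means mean inhibition of at least 75% with every replicate also reaching 75%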;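 further: 0% = median of neutral control wells and 100% = pilot-screen positive control compound; some compounds past the cut are filed as inactive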
CF NFkB block = inhibitors of PAF-induced NF-kB signaling, primary screen, cell-based, GFP fluorescence, uHTS; KKLEB NF-kB-GFP reporter, GFP fluorescence overnight; inhibition, % at 5 µM; actives 0.86% (n = 360,000); AID 588850, 2011;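 active means at least 50% inhibition at 5 µM, scaled per plate between neutral and stimulator controls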;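 further: PAF is a Pseudomonas aeruginosa culture filtrate used as stimulus; plate controls were PAF-stimulated DMSO wells for no effect and unstimulated DMSO wells for full effect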
HIF-2a inh = HIF-2a reporter inhibitors, primary screen, luminescence, 786-0 RCC cells | 786-0 RCC cells HIF-2a reporter, luciferase luminescence, overnight | inhibition, % at 18.8 µM | actives 0.72% (n = 360,000);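 active means inhibition of the luminescence signal of 40% or more relative to plate controls, in a single-dose primary screen at 18.75 µM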
NR2E3 ag-1 = inhibitors of NR2E3-RetCOR corepressor binding, primary screen, NR2E3 agonist project, biochemical, TR-FRET, GST-NR2E3, biotin-RetCOR | 1536-well | inhibition of corepressor binding, % at 4.78 µM | actives 0.12% (n = 320,000) | AID 2300, 2010;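 active means percent inhibition above the cutoff of mean plus 3 SD of all tested compounds, set per screening campaign, cut at about 20% in these data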;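 further: 0% = DMSO wells and 100% = biotin wells as full block of FRET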
Target sequence (Q9Y5X4 whole entry, looked up): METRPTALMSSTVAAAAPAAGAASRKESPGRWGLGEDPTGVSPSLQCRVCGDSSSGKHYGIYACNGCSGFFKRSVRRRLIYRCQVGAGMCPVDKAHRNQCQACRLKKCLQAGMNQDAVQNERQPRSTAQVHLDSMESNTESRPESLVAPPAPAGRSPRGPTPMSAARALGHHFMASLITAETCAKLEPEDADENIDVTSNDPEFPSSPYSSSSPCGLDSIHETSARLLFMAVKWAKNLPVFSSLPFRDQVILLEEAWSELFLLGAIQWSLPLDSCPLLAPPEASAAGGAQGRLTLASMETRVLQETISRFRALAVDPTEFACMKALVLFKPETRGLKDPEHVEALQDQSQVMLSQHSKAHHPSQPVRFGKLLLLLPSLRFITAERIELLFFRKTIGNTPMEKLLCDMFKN
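Test system: GST-NR2E3 and biotin-RetCOR proteins | Quantity: 1.35 nM GST-tagged NR2E3 final | Medium: Tris pH 7.5 | Also added: 7 nM biotin-RetCOR | Dosing: Compound at 4.8 µM, single dose | Timing: 5 h at 4 °C | Detection: Time-resolved FRET | Read-out basis: Percent inhibition | Benchmarks: Biotin wells as high control, 0.6% DMSO wells as low control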
TRAIL sens C8 = viability loss with TRAIL in NB7+C8 cells, primary screen, TRAIL sensitizer project, cell-based, ATPlite luminescence; inhibition (viability loss, TRAIL sensitization), % at 10 µM; actives 1% (n = 360,000); AID 624354, 2012;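 active means compounds causing at least 50% loss of cell viability in the single-dose screen, relative to plate controls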
LMP1 NFkB inh = EBV LMP1-driven NF-kappaB luciferase reporter inhibitors, primary screen, cell-based, luminescence, single point | LMP1-induced NF-kappaB luciferase reporter cells | inhibition, % at 12.5 µM | actives 0.69% (n = 350,000); in the data active means inhibition above about 41%;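 further: 0% = neutral control wells and 100% = reference inhibitor control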
Peg3 prom inh = Peg3 promoter-driven luciferase inhibitors, primary screen, cell-based, HeLa, luciferase luminescence; inhibition, % at 20 µM; actives 1.7% (n = 360,000); AID 588405, 2011; HeLa PEG-Prom luciferase reporter, overnight;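 active means inhibition of at least 50% at 20 µM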
KKLEB tox = cytotoxicity in KKLEB CF airway cells, primary screen, cytotoxicity control for CF NF-kB inhibitor project, cell-based, uHTS, fluorescence assay plates; KKLEB CF airway cells viability, ATPlite luminescence, overnight; active compounds read low; cells stimulated with P. aeruginosa culture filtrate; activity change (cytotoxicity), % at 5 µM; actives 0.36% (n = 360,000);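 active means corrected activity change at or below -50% at 5 µM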
NR2E3 ag-2 = NR2E3 agonists in two-hybrid cells, primary screen, cell-based, luminescence, CHO-S, Gal4-NCOR/VP16-NR2E3; Photoreceptor-specific nuclear receptor (Homo sapiens), Q9Y5X4; luciferase; inhibition of corepressor binding, % at 3.98 µM; actives 0.35% (n = 360,000); AID 602229, 2012;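 active means inhibition above the mean of all tested compounds plus 3 SD, cut at about 70% in these data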;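 further: 0% = DMSO with NR2E3 transfected cells and 100% = cells lacking NR2E3 construct; higher means lower luciferase signal from less NR2E3 corepressor binding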
iPSC survival up = enhancers of single-cell hiPSC survival, primary screen, ATPlite luminescence | 100% = ROCK inhibitor wells, 0% = DMSO | survival enhancement, % at 20 µM | actives 0.044% (n = 360,000); in the data active means survival enhancement above about 18%;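 further: cells exposed to compounds for 16 hours before the ATP read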
An asterisk follows results filed as active; x = not tested or not shown.

SMILES	MITF TRPM1 inh	Shn3 inh set2	CF NFkB block	HIF-2a inh	NR2E3 ag-1	TRAIL sens C8	LMP1 NFkB inh	Peg3 prom inh	KKLEB tox	NR2E3 ag-2	iPSC survival up
CCOC(=O)N1CCC(NC(=O)c2cc3c(=O)n(C)c4ccccc4c3n2C)CC1	12	14	-7	9	0	13	-20	27	2	-20	-0.6
COc1ccc(N2CCN(S(=O)(=O)c3ccc4c(c3)OCCO4)CC2)cc1	6	2	5	5	-3	-4	5	-1	6	10	-0.6
COc1ccc2[nH]c3c(c2c1)CCN1C(=O)C(CC(=O)NC/C=C(\C)CCC=C(C)C)C[C@H](C(=O)N2CCOCC2)[C@@]31CCC1CCCC1 (some centres undefined)	25	36	-16	0	x	27	10	59*	8	-6	1.1
C/C(=N/OC(=O)c1ccc(C)cc1)c1ccc(N2C(=O)C3CCCCC3C2=O)cc1 (centres undefined)	-10	-7	-4	-43	4	20	-9	-5	5	6	-0.3
COc1ccc(-c2noc(N3CCC(C(=O)NCCCN4CC(C)CC(C)C4)CC3)n2)cc1 (centres undefined)	1	17	8	-18	-2	17	11	-28	2	-16	-0.6
CCC[N+]1(CC#CCC(c2ccccc2)c2ccccc2)CCCCC1	52	81	1	13	-1	36	11	28	-6	5	-0.2
CCCCNC(=O)Nc1ccon1	-3	-9	-6	11	2	7	5	6	1	-14	-0.6
N#Cc1ccccc1Sc1ccccc1C(=O)OCC(=O)NC1CCCCC1	0	14	-11	16	27*	-4	-1	1	2	-9	1.0
NNc1ccc(Cl)c(C(=O)O)c1	1	-38	8	-71	-2	-12	-32	-61	12	-86	1.0
C=CC[C@]12CCc3sccc3C1N(c1ccc(C(=O)OCC)cc1)C2=O (some centres undefined)	-3	25	-7	-15	-3	-1	9	-16	-4	-11	3.2
CSC1=NCCN1C(=O)Cc1cccc2ccccc12	1	4	0	8	5	4	3	-11	0	-10	0.8
O=C(Cc1ccccc1)Nc1cccc(NC(=O)c2ccccc2)c1	-11	-1	-8	-4	-1	-17	-5	14	3	-17	0.4
Cn1c(-c2ccccc2)nc2cnccc21	4	-11	-14	-5	0	-9	-10	-22	9	-4	-0.5
CCCN(Cc1ccccc1)C(=S)Nc1cccc(C)c1C	2	7	7	4	-1	-6	-12	-8	-12	6	-0.1
Cc1ccc(S(=O)(=O)NCC(c2cccnc2)N2CCOCC2)cc1 (centres undefined)	-9	8	4	8	1	1	-24	2	-2	-50	1.5
CCCc1nc2c3ccccc3ccn2c1Cc1ccc(OC)cc1C	x	-18	-11	-209	x	4	x	-188	-13	-70	-2.7
Clc1ccc(Cl)c(OCCN2CCOCC2)c1	4	-17	4	4	-2	-4	-10	6	-2	6	-0.4
COc1ccccc1N1CCN(C(=O)C2CCC(CNS(=O)(=O)c3ccc(NC(C)=O)cc3)CC2)CC1 (centres undefined)	2	-2	7	21	x	-9	2	3	-7	-15	-0.4
COC(=O)c1ccc(CNC(=O)COc2ccccc2Br)o1	2	-20	13	5	0	1	9	14	0	7	1.3
CCN(CC)CCCNC(=S)N(CCCO)Cc1cc2cc3c(cc2[nH]c1=O)OCO3	5	16	-1	7	-2	-17	-6	14	0	-6	-0.1
CCn1cnc2cc(NS(=O)(=O)c3ccc(C)cc3)ccc21	7	7	-4	4	4	12	9	13	6	-12	-2.6
O=C(Cn1cc[n+](CC(=O)c2ccc(Cl)cc2Cl)c1)c1ccc(Cl)cc1Cl	x	-1	5	21	-3	3	x	12	-10	0	0.2
O=C(Nc1ccccc1C(=O)N1CCCC1)C1CCN(c2ncccn2)CC1	5	6	8	5	-2	-3	-1	-5	-4	-11	-1.5
COc1ccc(NC(=O)COC(=O)C2CCN(C(=O)c3ccc(Cl)cc3)CC2)c([N+](=O)[O-])c1	7	7	16	-2	x	13	1	16	-16	-20	2.0
COc1cc(C(C)=O)ccc1OCC(=O)Nc1cc(S(=O)(=O)N2CCOCC2)ccc1N1CCCC1	-2	-1	-28	2	x	-11	-7	8	5	6	0.1
O=C(c1ccccc1)c1nn(-c2ccccc2)c2nnc(Cc3ccccc3)c(=O)n12	11	14	26	23	0	4	6	-30	-5	-47	4.4
Cc1cc(C(=O)N/N=C2\CCCC(=O)C2)c(C)n1-c1ccccc1	-25	-41	19	-79	-3	1	-7	-52	-9	-3	0.7
COC(=O)CCSC(=S)N1CCOCC1	-26	6	7	-6	2	-5	-1	-5	8	6	-0.1
CCCC(=O)N1CCC1(C)C(=O)NS(=O)(=O)c1ccc(Cl)cc1 (centres undefined)	x	-7	7	10	x	-13	x	4	-5	-1	0.8
O=C(N/N=C/c1ccco1)C1(O)c2ccccc2-c2ccccc21	x	-1	-12	19	-2	-8	x	-1	14	-20	-0.8
COc1ccc2occ(C(=O)c3ccc(N=C(C)N(C)C)cc3)c2c1	-53	-49	-4	-131	0	11	-13	-242	8	-54	2.6
CCN(CC)C(=O)c1cc(-c2ccc(Br)cc2)on1	-87	-100	-2	-268	5	12	-33	-258	-16	-117	-1.1
COc1ccc(CN(C(=O)COc2ccccc2)c2ccccc2C(=O)O)cc1	-23	1	-6	16	-1	2	-10	9	-7	4	0.7
Cc1cc(-c2nc3ncccc3o2)ccc1NC(=S)NC(=O)C(C)C	-8	-25	3	-110	6	12	-8	-70	6	11	2.6
CCOC(=O)N1CCC(N2Cc3cccc(C(=O)N4CC(C)CC(C)C4)c3C2=O)CC1 (centres undefined)	7	-12	8	24	2	-4	-1	-1	-1	-3	0.6
CC(=O)Nc1cc(C(F)(F)F)ccc1OCC1CCCO1 (centres undefined)	7	1	-21	14	1	6	7	15	16	-24	2.8
Cc1cc(C(=O)NCc2ccco2)c2ccccc2n1	7	-5	-16	18	4	-23	-7	6	-4	-17	0.5
CCOc1cccc(C(=O)Nc2cccc(-c3nnc(-c4ccc(C)cc4)o3)c2)c1	82*	-11	57*	1	-1	35	-54	12	-68*	-4	-4.3
O=C(Cc1nn[nH]n1)c1ccccc1O	2	-3	16	17	-1	-3	-1	1	-7	-19	1.8
CC(C)NS(=O)(=O)c1ccc(NC(=O)C(C)OC(=O)CCC(=O)c2cccs2)cc1 (centres undefined)	0	5	9	13	0	-8	5	-4	2	-27	0.4
CCOc1ccc(Nc2nc3ccccc3c(=O)s2)cc1	10	15	-7	9	7	9	8	4	-1	14	-0.4
COc1ccc(/C=C/C(=O)Nc2ccc(N3CCOCC3)cc2)cc1	4	-2	4	6	-10	-7	-17	1	1	-6	-1.3
CC(C)CCNC(=O)CCc1nnc(COc2ccccc2)o1	2	-10	-3	-17	x	2	-1	-17	6	15	3.1
CCn1c(C)cc(/C=C2/SC(=O)N(C(C)C(=O)OC)C2=O)c1C (centres undefined)	-79	-47	-1	-366	-2	30	-31	-290	-20	-83	-0.5
O=C(CSc1cccc2cccc(Cl)c12)NCc1cccs1	9	-36	-10	-24	4	4	-3	-18	-1	1	-1.3
CCn1nnc(NC(=O)c2ccc(-c3ccccc3[N+](=O)[O-])o2)n1	-13	-10	-15	-136	-5	1	-18	-136	5	-34	0.6
COc1cc(NC(=O)CSc2nc(=O)n(CCN3CCOCC3)c3c2CCC3)cc(OC)c1	1	-20	6	13	-2	4	1	3	2	-10	-0.5
O=C(Nc1ccc(Cl)cc1)c1cnc(-c2ccccc2)nc1-c1ccccc1	-4	4	10	16	-1	11	-17	32	-8	10	-0.3
Cc1cccc(NS(=O)(=O)c2cccc(C(=O)NCC(c3ccco3)N(C)C)c2)c1 (centres undefined)	3	-2	-14	8	0	22	-7	7	-4	27	-0.1
CCN(CC(=O)NCc1ccc(Cl)cc1)C(=O)COc1cccc(C(F)(F)F)c1	-6	4	-2	10	0	-6	-1	19	-4	-5	-0.6
COc1ccccc1-c1nc(C#N)c(N2CCCCCC2)o1	-10	4	-21	-31	7	-14	-8	-13	6	-41	0.2
O=C1NN(c2cccc(Br)c2)C(=O)/C1=C\c1ccccc1	0	-1	11	14	-2	-4	-9	7	2	-5	0.6
CC(C)(C)c1ccc(C(=O)N2CCC(C(=O)NC3CCCCCC3)CC2)cc1	-16	-18	-3	-55	2	-8	-20	-89	3	-15	-0.4
O=C(C1CCN(S(=O)(=O)c2ccc(Br)cc2)CC1)N1CCOCC1	-3	-20	-35	18	3	2	12	5	17	-22	0.6
O=C(CSc1nnc(Cn2c(=O)sc3ccccc32)n1CCc1ccccc1)N1CCCC1	x	-1	-2	-8	-1	-6	-1	6	-6	-23	0.8
COc1ccc(N2CCN(C(=O)C3CCN(S(=O)(=O)c4ccccc4)CC3)CC2)cc1	-10	-7	-5	13	-1	2	-1	6	13	-8	-1.7
Cc1ccnc(N2CCCC(C(=O)Nc3cc(F)ccc3C)C2)n1 (centres undefined)	-3	-24	10	8	4	-7	-4	12	-8	22	3.0
O=C(CCC(=O)N1CCCC1)Nc1nnc(C2CCCCC2)s1	7	7	10	10	2	13	-3	-3	-2	-2	0.3
CCN(CC(=O)NC(C)C)C(=O)c1ccc(S(=O)(=O)N(C)c2ccccc2OC)cc1	7	4	-4	8	2	9	29	1	4	7	2.9
COc1ccccc1NC(=O)c1sc2ncn(CC(=O)N3CCC(C)CC3)c(=O)c2c1C	-2	18	-9	1	-3	-2	2	-9	3	-11	-0.4

Next records
SMILES	MITF TRPM1 inh	Shn3 inh set2	CF NFkB block	HIF-2a inh	NR2E3 ag-1	TRAIL sens C8	LMP1 NFkB inh	Peg3 prom inh	KKLEB tox	NR2E3 ag-2	iPSC survival up
CN(Cc1nc(-c2ccccn2)no1)S(=O)(=O)c1ccccc1	2	-12	-9	-67	-3	-2	-2	-49	0	-38	-3.6
Cn1ncc([N+](=O)[O-])c1C(=O)N1CCOCC1	14	-1	-2	9	-3	9	-1	-1	-3	-1	-1.2
CC(C)(C)S(=O)(=O)c1cnc(-c2cnccn2)nc1N	-14	8	2	-13	2	0	-9	-3	-4	-7	-0.2
c1ccc([C@H]2CNCCN2CCc2cccc3ccccc23)cc1	3	5	32	1	x	1	10	86*	-14	9	-1.8

A portion from further up, for reference:
SMILES	MITF TRPM1 inh	Shn3 inh set2	CF NFkB block	HIF-2a inh	NR2E3 ag-1	TRAIL sens C8	LMP1 NFkB inh	Peg3 prom inh	KKLEB tox	NR2E3 ag-2	iPSC survival up
COc1ccccc1NC(=O)c1sc2ncn(CC(=O)N3CCC(C)CC3)c(=O)c2c1C	-2	18	-9	1	-3	-2	2	-9	3	-11	-0.4
CN(Cc1nc(-c2ccccn2)no1)S(=O)(=O)c1ccccc1	2	-12	-9	-67	-3	-2	-2	-49	0	-38	-3.6

Some of the compounds tested (hit frequency here may not be typical).
